Bioassay records (PubChem BioAssay)
Bcl-XL Bim block = inhibitors of Bim-Bcl-XL interaction, human | Bim peptide-Bcl-XL binding, bead flow cytometry, fluorescence | Q07817 | AID 1007 | inhibition, % at 10 µM | 190,000 tested, 0.04% active
Target sequence (Q07817 whole entry, looked up): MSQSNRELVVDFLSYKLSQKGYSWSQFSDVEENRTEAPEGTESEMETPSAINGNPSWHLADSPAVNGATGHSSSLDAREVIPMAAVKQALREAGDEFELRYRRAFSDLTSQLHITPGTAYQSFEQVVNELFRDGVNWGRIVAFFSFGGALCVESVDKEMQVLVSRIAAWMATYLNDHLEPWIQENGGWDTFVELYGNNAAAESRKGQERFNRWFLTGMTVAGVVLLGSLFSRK
Avidin fluor = avidin bead compound fluorescence profile | Avidin beads, compound fluorescence 488/530 nm, flow cytometry; hits give high values | fluorescence (KMESF) at 10 µM | 220,000 tested, 0.38% active | AID 1775; in the data active = fluorescence above about 47; note: inactives centre near 10
Bim-Bcl-B = inhibitors of Bim-Bcl-B interaction, human | bead-based flow cytometry, Bim peptide-Bcl-B binding | inhibition, % at 10 µM | 190,000 tested, 0.073% active;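 note: 0% = tracer peptide without compound and 100% = reference inhibitor peptide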
ABCG2 block = blocks JC-1 efflux by human ABCG2 transporter | inhibition, % at 6.6 µM | IgMXP3 cells, flow cytometry | 190,000 tested, 0.1% active | Q9UNQ0;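 active = inhibition above 80%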;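 note: 0% = DMSO and 100% = nicardipine control wells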
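Test system: IgMXP3 cells (ABCG2) mixed with DDAO far-red-labelled CCRF-Adr cells (ABCB1). Reagent: JC-1 transporter substrate. Compound dosing: single test compound dose, 6.6 µM final. Times: 10 min compound exposure, 25 °C. Detection: flow cytometry of retained JC-1 fluorescence. Read-out basis: efflux inhibition in percent versus controls. Controls: nicardipine and DMSO wells.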
GSH fluor = compound fluoresces at 488/530 nm on GSH beads | fluorescence (KMESF) at 10 µM | 190,000 tested, 0.25% active | AID 1776 | GSH beads flow cytometry, compound fluorescence 488/530 nm; hits give high values; in the data active = fluorescence above about 89;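 note: glutathione beads carrying GST-tagged Bcl family fusion proteins plus one bare bead set; values are compound well signal with DMSO vehicle wells as background; inactives centre near 16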
RGS4-Gao reg = modulates binding of RGS4 to human Galphao. P09471. Multiplexed bead flow cytometry; actives lie on both sides. binding response (% of control), % at 10 µM. 220,000 tested, 0.33% active; in the data active = binding response below about 49% or above about 150%; inactive = in between;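 note: fluorescent Galphao activated with aluminum fluoride binding bead-coupled RGS4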
Target sequence (P09471 whole entry, looked up): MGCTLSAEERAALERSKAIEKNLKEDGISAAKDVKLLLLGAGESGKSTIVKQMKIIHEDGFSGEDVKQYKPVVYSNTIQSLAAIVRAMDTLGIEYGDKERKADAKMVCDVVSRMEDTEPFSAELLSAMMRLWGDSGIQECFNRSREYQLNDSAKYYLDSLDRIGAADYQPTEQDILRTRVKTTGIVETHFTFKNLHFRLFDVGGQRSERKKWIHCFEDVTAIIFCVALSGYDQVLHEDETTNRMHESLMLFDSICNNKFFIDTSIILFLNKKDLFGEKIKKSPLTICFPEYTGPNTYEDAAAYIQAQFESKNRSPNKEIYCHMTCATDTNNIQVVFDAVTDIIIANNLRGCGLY
ABCB1 inh = blocks JC-1 efflux by human ABCB1 transporter. CCRF-Adr cells, flow cytometry. P08183. 190,000 tested, 0.067% active. inhibition, % at 6.6 µM; in the data active = inhibition above about 40%;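 note: 0% = vehicle and 100% = reference inhibitor; higher value means more JC-1 retained so stronger ABCB1 efflux block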
Bfl-1 Bim block = inhibitors of Bim-Bfl-1 interaction, human | Q16548 | Bead-based flow cytometry, Bim-Bfl-1 binding inhibition | inhibition, % at 10 µM | 190,000 tested, 0.12% active;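 note: 0% = wells without compound plus tracer and 100% = blocker peptide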
Bim-Bcl-W = human Bim-Bcl-W interaction inhibition | inhibition, % at 10 µM | 190,000 tested, 0.02% active | bead-based flow cytometry, Bim peptide-Bcl-W binding;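 note: 0% = bound tracer without compound and 100% = peptide blocker; higher means less fluorescent Bim peptide bound to Bcl-W beads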
Target sequence (Q92843 whole entry, looked up): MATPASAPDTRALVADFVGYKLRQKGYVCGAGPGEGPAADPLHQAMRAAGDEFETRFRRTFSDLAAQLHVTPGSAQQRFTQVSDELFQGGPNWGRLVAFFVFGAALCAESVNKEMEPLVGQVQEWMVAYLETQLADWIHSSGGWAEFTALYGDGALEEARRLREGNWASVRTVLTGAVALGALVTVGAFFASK
Bim-Bcl-2 = disrupts Bim peptide binding to human Bcl-2; inhibition, % at 10 µM; Bead-based flow cytometry, Bim peptide-Bcl-2 binding; 190,000 tested, 0.06% active; P10415; AID 950; in the data active = inhibition above about 40%; inconclusive = no clear call, values can overlap the other calls;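 note: 0% = no compound wells with probe peptide and 100% = reference peptide inhibitor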
Target sequence (P10415 whole entry, looked up): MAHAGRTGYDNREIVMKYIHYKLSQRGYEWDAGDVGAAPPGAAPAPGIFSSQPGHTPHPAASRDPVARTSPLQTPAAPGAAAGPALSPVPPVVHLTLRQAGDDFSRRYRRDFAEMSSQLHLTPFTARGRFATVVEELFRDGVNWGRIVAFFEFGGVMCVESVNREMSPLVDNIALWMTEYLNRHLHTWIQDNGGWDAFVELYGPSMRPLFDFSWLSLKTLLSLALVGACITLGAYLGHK
RGS7-Gao = modulates binding of RGS7 to human Galphao | P09471 | binding response (% of control), % at 10 µM | 220,000 tested, 0.35% active | Multiplexed bead flow cytometry; actives lie on both sides; in the data active = binding response below about 49% or above about 150%; inconclusive = no clear call, values can overlap the other calls; inactive = in between;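 note: fluorescent Galphao held in activated GDP-AlF4 state binding bead-coupled RGS7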
* marks the source's active call; other numbers are inactive results; ? = inconclusive; . = no result given; [ ] = dose if it differs, or a comment. Cut-off read from the data, not from the text of the source, unless noted: active = inhibition above about 40%. Random draw from the library; any-hit rate near 1.3%.

SMILES	Bcl-XL Bim block	Avidin fluor	Bim-Bcl-B	ABCG2 block	GSH fluor	RGS4-Gao reg	ABCB1 inh	Bfl-1 Bim block	Bim-Bcl-W	Bim-Bcl-2	RGS7-Gao
Cc1nc2ccccn2c1-c1nnco1	2	47*	-1	2	12	104	0.2	1	2	-2	106
Cc1ccc(C(=O)N2CCN(CCNC(=O)C(=O)NC(C)C)CC2)cc1	-2	9	-4	2	10	96	1.4	-6	-3	-7	98
O=C(CSc1nc2ccccc2o1)Nc1nc2ccc(Br)cc2s1	-2	7	-5	2	54	105	0.5	-7	1	-4	110
COc1cc(OC)cc(-c2nnc(SCc3cccnc3)o2)c1	-6	15	-5	13	24	103	0.9	-15	0	-10	101
COc1cc(N2C(=O)CSC23C(=O)Nc2ccccc23)cc(OC)c1OC (stereo not given)	-8	15	-9	9	27	100	0.6	-19	-1	-7	98
Cc1cccc(C)c1NC(=O)CNCC(=O)N(C)C	-1	7	-2	0	14	95	0.3	-5	-1	-5	100
CC(=O)c1c(C)[nH]c(C(=O)OCc2nnc(-c3ccccc3)o2)c1C	-6	6	-10	10	32	86	2.3	-14	0	-12	88
O=c1cc(CO)occ1OCc1c(F)cccc1Cl	-2	8	1	1	24	93	-0.1	-4	-3	-1	98
CCOC(=O)C1=CN(C)C=C(C(=O)OCC)C1c1ccsc1	0	8	0	3	15	104	0.7	0	0	-1	107
NS(=O)(=O)c1cc2c(cc1Cl)NC(C(Cl)Cl)NS2(=O)=O (stereo not given)	-5	10	-2	0	21	102	0.7	-2	-1	0	101
CC(=O)NC1C(OCc2ccccc2)OC2COC(c3ccccc3)OC2C1OCC(=O)O (stereo not given)	-1	11	-1	2	10	98	0.6	-6	-2	-1	98
COc1cc2c(=O)n(CC3CCCO3)c(=O)n(CC(=O)Nc3ccc(F)cc3F)c2cc1OC (stereo not given)	-1	6	-4	2	23	103	0.7	-9	1	-7	100
CSc1ccc(S(=O)(=O)NCc2ccc(Cl)cc2Cl)cc1	-4	6	-8	2	40	90	-0.2	-7	2	-6	87
O=C(O)Cn1c(C(F)(F)F)nc2ccccc21	-4	16	-7	4	28	92	0.5	0	-5	-6	89
CCC(C)c1ccc(O)c(/C=N/O)c1 (stereo not given)	-2	7	-3	1	60	84	0.2	-11	3	-5	88
COc1ccc(CN2CC(=O)N(c3ccccc3C)C2=S)cc1OC	-4	12	-4	2	17	100	1.1	-6	-4	-2	100
O=S1(=O)CCC(N=Cc2cc(Br)ccc2O)C1 (stereo not given)	-3	49*	-3	2	35	112	0.0	-4	-4	-5	151*[activator]
COC(=O)c1cc(Br)c(=O)n(Cc2cccnc2)c1	-8	9	-7	-2	38	112	-1.7	-9	0	-7	114
COc1ccc(NC(=O)COC(=O)CCCN2C(=O)c3ccccc3C2=O)cc1Cl	-3	3	0	6	9	94	0.8	2	1	-1	98
COc1nc(OC)nc(N2CCCCCC2)n1	-3	7	0	1	17	100	0.1	0	0	0	98
Cc1cccc(N2CCC(N=CN(C)C)=N2)c1	-3	10	-16	-7	16	102	-2.6	2	0	0	99
COc1ccc(CCNC(=O)CN2CCOc3ccccc32)cc1OC	-2	7	-2	0	13	113	-0.4	-1	-1	0	105
COc1ccc(S(=O)(=O)N(C)C)cc1NC(=O)Cc1cccs1	-2	20	-2	0	10	102	-0.1	-4	0	-3	100
O=C(c1ccc(Br)cc1)c1cc([N+](=O)[O-])ccc1N1CCCCC1	0	9	1	2	22	102	0.6	0	0	2	103
Cc1[nH][nH]c(=O)c1C(c1cc2c(cc1Br)OCO2)c1c(C)[nH][nH]c1=O	-7	6	-5	-1	21	100	0.7	-7	-3	-2	110
Cc1c(-c2ccccc2)nc2ccccc2c1C(=O)NCc1cccs1	-13	10	-26	-4	10	101	0.2	-5	-11	-8	102
CCOC(=O)C1=C(CSc2nccn2C)NC(=O)NC1c1ccc2c(c1)OCO2 (stereo not given)	-3	37	-6	0	12	105	0.0	-2	-3	-3	105
c1ccc2oc(-c3ccc(Nc4nc(N5CCCCC5)nc(N5CCOCC5)n4)cc3)nc2c1	-1	37	1	-1	11	104	0.0	0	-4	1	104
CC(C)OC(=O)CNc1n[nH]c(=S)[nH]c1=O	2	5	2	-1	10	92	-0.4	2	2	1	90
CC1CC(C)(C)NC(=S)N1CCCC(=O)N1CCN(c2ccccc2F)CC1 (stereo not given)	-7	14	-3	-1	9	100	0.3	1	-3	-2	101
O=C(NCC1c2ccccc2CCN1C(=O)CN1CCOCC1)C1CCCCC1 (stereo not given)	0	21	0	1	11	105	0.5	0	-1	-2	104
COc1ccc(-c2coc3cc4oc(=O)cc(-c5ccccc5)c4cc23)cc1F	-7	9	-8	18	20	105	1.3	-18	-5	-11	103
CCN(CC)S(=O)(=O)c1ccc(NC(=O)COC(=O)c2cnc(C)cn2)cc1	0	11	0	15	13	101	1.2	-1	0	0	?
Cc1c(Cl)cccc1NC(=O)CNc1ccccc1F	-8	22	-6	29	11	99	0.1	-6	-2	-7	103
CCOc1ccc2nc(SCc3ccc(C(=O)OC)o3)[nH]c2c1	0	11	-6	5	33	104	0.0	-9	-4	-4	103
COc1ccc(/C=C/C(=O)Oc2ccc(/C=N\NC(=O)c3ccc(F)cc3)cc2)cc1	-3	23	-12	9	11	101	-0.4	-3	-5	-3	102
CC(C)c1ccccc1NC(=O)COC(=O)CNC(=O)c1ccc(Br)cc1	-3	4	-5	16	12	104	0.3	-3	-3	-3	104
COc1cc(Nc2cc(C)nc3ncnn23)cc(OC)c1	-2	6	-2	4	22	102	0.5	-7	0	-5	100
Cc1cccc(OCc2nc(-c3nonc3N)no2)c1C	-4	11	-8	19	34	99	0.2	-13	0	-8	98
Cc1cc(C)cc(N(CC(=O)Nc2c(C)n(C)n(-c3ccccc3)c2=O)S(C)(=O)=O)c1	2	.	-1	0	10	-44*	0.2	0	0	-2	-21*
COCCNC(=O)CNC(c1ccccc1)c1ccccc1	-3	7	-1	3	14	101	1.1	-8	0	-6	106
CCn1c(=O)cc(O)c2c(=O)n(C)c(=O)n(C)c21	-2	5	-6	.	17	107	.	-6	1	-3	105
COc1ccc(C2c3c(oc4ccc(C)cc4c3=O)C(=O)N2c2cc(C)ccn2)cc1OC (stereo not given)	-3	9	-7	3	11	102	2.7	-15	-2	-7	103
O=C(O)CCN1C(=O)c2ccc(NC(=O)Cc3ccc(Cl)cc3)cc2C1=O	-2	3	-5	2	11	98	-0.5	-8	-1	-1	95
NCc1oc(-c2ccccc2)cc1C(=O)O	-1	23	-8	1	9	105	2.0	-10	-2	-5	106
CCC(CC)C(=O)Nc1ccc(C)c(O)c1	-3	14	-9	0	43	92	0.2	-15	-1	-9	85
CCc1cccc2c1NC(=O)C2(O)CC(=O)c1cccs1 (stereo not given)	-2	7	0	0	14	96	0.2	-5	-1	0	96
CCc1nnc(NC(=O)c2ccc(S(=O)(=O)N(CC)CC)cc2)s1	-1	7	-8	2	21	102	0.2	-7	1	-8	105
CCOC(=O)c1ccccc1NC(=S)N1CCC(N2CCCCC2)CC1	-5	4	-4	5	13	102	2.4	3	1	0	99
N/C(=N\OC(=O)c1cc(Cl)ccc1Cl)c1cccnc1	0	20	-3	8	10	98	0.6	-2	0	0	98

Later entries:
SMILES	Bcl-XL Bim block	Avidin fluor	Bim-Bcl-B	ABCG2 block	GSH fluor	RGS4-Gao reg	ABCB1 inh	Bfl-1 Bim block	Bim-Bcl-W	Bim-Bcl-2	RGS7-Gao
O=C(Cc1ccccc1)NC(=S)Nc1ccc2oc(-c3ccccc3)nc2c1	-10	12	-12	7	11	100	-0.6	-11	-5	-5	100
O=C(N/C(=C/c1cccnc1)C(=O)N1CCOCC1)c1ccco1	-4	1	-4	0	6	101	0.8	-1	-2	-7	100
C[N+]1(C2CCC3CCCC2C3O)CCCCC1 (stereo not given)	-3	9	-4	0	10	106	-0.4	0	-1	0	107
Cc1cc(NC(=O)CSc2nc3c(c(=O)n2-c2ccc(Br)cc2)SCC3)no1	-10	5	-9	1	16	86	0.8	3	-10	-9	92
CCOc1ccc(NC(=O)CN2CCN(CC(=O)Nc3ccc(Cl)c(C(F)(F)F)c3)CC2)cc1	-2	30	-4	52	25	100	1.4	-13	0	-11	100
N#CC1=C(N)Oc2n[nH]c(-c3ccccn3)c2C1c1c(F)cccc1Cl (stereo not given)	-1	27	-7	-2	24	99	0.1	2	0	2	100
CCOCCCNS(=O)(=O)c1ccc(OC)c(Cl)c1Cl	-1	8	-1	2	15	96	0.3	1	-1	2	97
CCSc1nnc(NC(=O)c2ccc(C)cc2)s1	-3	16	-1	10	14	104	1.4	-1	-3	0	102
COc1ccccc1N1CC(O)=C(c2nc3ccccc3s2)C1=N	-12	7	-4	15	31	95	1.5	0	-4	-1	92
COCCNS(=O)(=O)c1ccc(F)c(OC)c1	-10	5	-4	-1	58	93	-0.3	-6	1	-5	94

4 records drawn at random from those above:
SMILES	Bcl-XL Bim block	Avidin fluor	Bim-Bcl-B	ABCG2 block	GSH fluor	RGS4-Gao reg	ABCB1 inh	Bfl-1 Bim block	Bim-Bcl-W	Bim-Bcl-2	RGS7-Gao
CCOCCCNS(=O)(=O)c1ccc(OC)c(Cl)c1Cl	-1	8	-1	2	15	96	0.3	1	-1	2	97
C[N+]1(C2CCC3CCCC2C3O)CCCCC1 (stereo not given)	-3	9	-4	0	10	106	-0.4	0	-1	0	107
COCCNS(=O)(=O)c1ccc(F)c(OC)c1	-10	5	-4	-1	58	93	-0.3	-6	1	-5	94
O=C(N/C(=C/c1cccnc1)C(=O)N1CCOCC1)c1ccco1	-4	1	-4	0	6	101	0.8	-1	-2	-7	100

Continuation:
SMILES	Bcl-XL Bim block	Avidin fluor	Bim-Bcl-B	ABCG2 block	GSH fluor	RGS4-Gao reg	ABCB1 inh	Bfl-1 Bim block	Bim-Bcl-W	Bim-Bcl-2	RGS7-Gao
COc1ccc(NC(=O)C2CCCCN2CC(=O)OCc2ccccc2)cc1OC (stereo not given)	-2	7	-3	0	4	94	0.1	-11	-1	-5	96
CC(C)(C)C(=O)NC(NC(=S)Nc1sc2c(c1C#N)CCCC2)C(Cl)(Cl)Cl (stereo not given)	-3	11	-1	0	21	92	-0.4	0	-1	0	98
O=C(NCCC1=CCCCC1)c1ccc2c(=O)n3c(nc2c1)CCCCC3	-3	8	-2	-3	21	103	-2.3	-6	1	-2	101
Fc1ccccc1/C=N/Nc1ncnc2nc[nH]c12	2	6	5	-1	12	101	0.0	6	6	7	103
O=C(NC1CC2CCCC(C1)N2S(=O)(=O)c1ccccc1)c1ccco1 (stereo not given)	1	27	0	3	16	102	1.3	0	3	0	101
N=c1c2c(n(Cc3ccc(Br)cc3)c3c1CCC3)CCCC2	-6	1	-2	2	4	106	0.6	1	-2	-2	114
COC(=O)CSc1nc2ccccc2n1CC(=O)N(C(C)C)C(C)C	-5	24	-8	0	15	99	0.0	-10	-1	-9	101
C/C(=N\O)C(C)Oc1ccc(Cl)cc1 (stereo not given)	-6	20	-4	1	13	102	0.3	-5	-3	-2	101
Cc1cc(Cl)ccc1C(=O)C1CCCN(C(=O)CCN2CCCO2)C1 (stereo not given)	-4	7	-4	2	20	103	0.7	-3	0	-3	100
